Bioassay records from PubChem BioAssay.
PriA SSB inh = inhibitors of Klebsiella pneumoniae PriA binding to SSB C-terminal tail, primary screen, biochemical, AlphaScreen; AlphaScreen SSBct-PriA binding, biotinylated peptide; 430,000 tested, 0.6% active; AID 1272365, 2023; inhibition, % at 33 µM; in the data active = inhibition mostly above about 37%, no sharp cut-off; inactive = mostly below about 20%;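 also: plate controls were negative control peptide for no effect and reference peptide for full effect; strong numbers were not always called active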
Active calls of the source: *; i = inactive; & = joins results of further samples. An excerpt. The share of hits here may be higher or lower than overall.

mol,PriA SSB inh
COc1ccc(N2CCCS2(=O)=O)cc1NC(=O)C(=O)NCCc1ccccc1,12.0
NC(=NOC(=O)c1ccc([N+](=O)[O-])cc1)c1cccnc1,0.1
CCOc1ccc(-c2ccc(=O)n(CC(=O)Nc3cc(C(F)(F)F)ccc3Cl)n2)cc1,-4.0
c1cc2c(s1)CCNC2,9.0
Cc1ccc2cc(C)c(N/N=C\c3ccc([N+](=O)[O-])cc3)nc2c1,-2.0
COc1ccc2cc(C(=O)N3CCc4ncncc4C3)[nH]c2c1,5.0
CCOC(=O)CCC(=O)NCCn1ccnc1C,7.0
O=C(NCCCn1cccn1)c1n[nH]nc1-c1ccccc1,-1.0

Continuation.
mol,PriA SSB inh
O=C(NC1CCC(Oc2ccccn2)CC1)c1ccc[nH]c1=O (configuration not stated),-12.0
CCOc1ccc(C=NN2C(C)CCCC2C)cc1OC (configuration not stated),-4.2
COc1cccc(NC(=O)N2CCC(Oc3ncccc3Cl)CC2)c1OC,-6.0
CCCCOc1ccc(C(=O)Nc2c3c(nn2-c2cccc(Cl)c2)CS(=O)C3)cc1 (configuration not stated),9.0
Cc1cc(C)c2c(N)nsc2n1,-25.0&19.0
Cc1cc(C)n(-c2nncn2N=Cc2ccccc2F)n1,-21.8
CCn1cc(C(=O)NCc2nnc(C)o2)c(=O)c2ccc(C)nc21,-25.0
O=C(Cc1c[nH]c2ccccc12)N1CCN(c2ccc(-n3cncn3)nn2)CC1,-7.0

Additional entries:
mol,PriA SSB inh
Cc1ccc(NC(=O)C(=O)Nc2cc(F)ccc2F)cc1N1CCCC1=O,7.0
O=C(Nc1ccccc1F)N1CCCN(CCn2cccn2)CC1,-6.0
Cn1cccc1[C@H](CNC(=O)Cc1cccc2ccccc12)N1CCOCC1,0.0
Cc1nn(CC(=O)N2N=C(c3cccs3)CC2c2ccc(F)cc2)c(=O)c2c1cnn2C(C)(C)C (configuration not stated),4.0
COC(=O)c1ccccc1Sc1c(C=NOC(=O)c2ccccc2)c(C(F)(F)F)nn1C,-16.4
CSCC(C)(O)CNS(=O)(=O)c1cccc(C(F)(F)F)c1 (configuration not stated),6.0
CC(C)(C)c1cc(C(=O)NN=Cc2ccccc2O)n(-c2ccccc2)n1,-19.2
CC(=O)Nc1ccc(NC(=O)CSc2nc3c(-c4ccccc4)csc3c(=O)n2C)cc1,-7.0

Other compounds:
mol,PriA SSB inh
O=C(NCCN1Cc2cc(Cl)ccc2OCC1=O)c1ccc(C(F)(F)F)nc1,-6.0
Cn1cc(NC(=O)Nc2ccc(F)cc2F)c2ccccc21,4.0
O=C1NC(=O)[C@]2(CCCc3ccccc32)N1,-13.0
O=C(NN=C/C=C\c1ccccc1[N+](=O)[O-])c1cc(-c2ccc3ccccc3c2)n[nH]1,-2.9
Cc1cc(C)n(-c2ccc(=O)n(CC(=O)Nc3cc(N4CCCC4)ncn3)n2)n1,7.0
C#CCn1c(=NC(=O)c2ccc([N+](=O)[O-])s2)sc2cc(S(N)(=O)=O)ccc21,-9.0
Cc1nnsc1C(=O)Nc1ccc(S(=O)(=O)N2CCOCC2)cc1,4.0
O=C(CSc1ccc(F)cc1)Nc1cnn([C@H]2CCOC2)c1,0.0

The results go on.
mol,PriA SSB inh
COc1ccc(OC)c2sc(NC(C)=O)nc12,1.0
CSc1ccc([C@@H](O)CNC(=O)c2cncc(Br)c2)cc1,-8.0
CC(=O)NC(N)=Nc1nc2cc(C)ccc2o1,-0.1
Clc1cccc(C=NNc2nnc(Cl)c3ccccc23)c1,-9.2
CCCCCCCCC(=O)NN=C(C)c1ccc(O)cc1O,-1.5
Cc1cc(-c2ccccc2)nc(NN=Cc2ccccc2F)n1,2.7
CC(=NNC(=S)NCc1ccccc1)c1ccco1,3.5
CCc1n[nH]c(=S)n1N=Cc1c(O)ccc2ccccc12,-8.7

Further compounds follow:
mol,PriA SSB inh
CC(=O)N1CCC[C@H](Cc2nc(C3CC3)no2)C1,-1.0
CSC[C@@](C)(O)CNC(=O)c1ccc(Br)cc1,-15.0
CC(C)CN(C1CCS(=O)(=O)C1)S(=O)(=O)c1cccs1 (configuration not stated),-8.0&5.0
O=C(Nc1nnc(-c2ccc(Br)o2)o1)c1ccc2c(c1)OCO2,-14.0
COc1ccc(OC)c2sc(N3CCN(c4nc5ccc(S(C)(=O)=O)cc5s4)CC3)nc12,-2.0
CS(=O)(=O)NCC(O)(c1ccccc1)C1CC1 (configuration not stated),-10.0
CCOC(=O)N1CCN(C(=O)Cn2nc(C3CC3)n(-c3ccccc3)c2=O)CC1,-4.0
Cc1cc(C)cc(C(=O)NCC2CCN(C3CCCC3)CC2)c1,-4.0

Additional results follow:
mol,PriA SSB inh
CC1(C)Cc2ccccc2C(CCl)=N1,45.0*
O=C(NCc1ccco1)c1cc2c(OCc3ccccc3)cccc2[nH]1,-2.0
CCN(CC)Cc1c(C(=O)NN=Cc2cccs2)nnn1-c1nonc1N,10.1
COC(=O)N1CCC(CNS(=O)(=O)c2ccc(N3CCCCS3(=O)=O)cc2)CC1,-10.0
CN(C)c1ccc(C=NN(CCC#N)C2=NS(=O)(=O)c3ccccc32)cc1,7.5
CCCS(=O)(=O)NCc1nnnn1-c1cccc(F)c1,-24.0
O=C1O[C@]2(CCCN(S(=O)(=O)c3ccccc3)C2)c2ccccc21,5.0
COC(=O)N1CCc2ccc(N)cc2C1,-6.0

Next entries follow:
mol,PriA SSB inh
O=S(=O)(NCC[C@H](O)c1cccs1)c1ccc(OC(F)(F)F)cc1,-12.0
COc1ccc(-c2cc3c(=O)n(Cc4nc(-c5ccc(Cl)cc5)no4)ccn3n2)cc1,-3.0
O=c1ccc(-c2ccc(F)cc2)n[nH]1,-24.0
CCCn1nc(-c2ccccc2)c2sc(N3CCCC3)nc2c1=O,-1.0
Cc1c(C(=O)N2CCc3oncc3C2)cnn1-c1ccccc1,12.0
O=C(CCSc1ccccc1)N(Cc1ccco1)C1CCOCC1,0.0
CCc1nc(NCC2CC2)ncc1C(=O)O,-9.0
O=C(COc1ccccc1O)OCCO,0.0

Following part:
mol,PriA SSB inh
CC(=NNC(=O)c1cc(-c2ccco2)nc2ccccc12)c1cccnc1,-20.4
CC(C)(C)NC(=O)N1CCC(Cn2ccnc2-c2ccccc2)CC1,-4.0
N#C/C(=N/Nc1cc(C(F)(F)F)ccc1Cl)c1nc(-c2cccc([N+](=O)[O-])c2)cs1,5.0
O=C(NCC1CCN(Cc2ccco2)CC1)C(=O)Nc1ccc2c(c1)OCCO2,2.0
Nc1nonc1N/N=C/c1ccccc1,i
O=C(CSc1nc2scc(-c3ccco3)c2c(=O)n1-c1ccccc1)c1ccccc1,-4.0
Cc1cccc(NC(=O)c2ccc3[nH]c(C)cc(=O)c3c2)c1,-13.0
CCOc1ccc(S(=O)(=O)NCC2CCN(CCOC)CC2)cc1C,-2.0

Remaining list, next part.
mol,PriA SSB inh
Cc1cccc(-n2nnnc2SCC(=O)c2ccc(C)cc2C)c1,-14.0
O=C(c1ccco1)N1CCN(C(=O)c2cc3cccnc3n(Cc3ccc(F)cc3)c2=O)CC1,10.0
COc1ccccc1-c1nnc(C2CCN(C(=O)c3cc(C)on3)CC2)s1,-10.0
Cc1ccccc1C1CCN(C(=O)N2CCOCC2)CCS1 (configuration not stated),-9.0
CC(C)S(=O)(=O)c1ccc(CC(=O)Nc2nc(-c3ccccc3)c(C(=O)c3ccccc3)s2)cc1,-3.0
Cc1oc2c3c(ccc2c(=O)c1-c1ccccc1)OCN(C1CCS(=O)(=O)C1)C3 (configuration not stated),9.0
CSc1ccc(C(O)CNC(=O)C2CC=CCC2)cc1 (configuration not stated),5.0
O=C1CCCCN1c1ccc(NS(=O)(=O)c2ccccc2Cl)cc1,-5.0

(listing goes on)
mol,PriA SSB inh
O=C(Cn1cncn1)N1CC(S(=O)(=O)C2CCCCC2)C1,2.0
CSC(=S)NN=Cc1c[nH]c2ccccc12,15.7
CC1SC(=N/N=C/c2cccc([N+](=O)[O-])c2)N(C(C)(C)C)C1=O (configuration not stated),i
COc1ccc(S(=O)(=O)NCC2(c3cccs3)CCCC2)c(C)c1,-21.0
O=S(=O)(NCCOc1ccc2c(c1)OCO2)c1ccc(C(F)(F)F)cc1,-2.0
COc1ccc(-c2cc(CC(=O)NCc3ccccn3)no2)cc1,5.0
O=C(N=Nc1c(O)[nH]c2ccc([N+](=O)[O-])cc12)c1ccncc1,-9.0
Cc1ccc(NC(=O)c2n[nH]nc2Nc2cccc(F)c2)c(Cl)c1,3.0

Quoted from the listing, 4 compounds:
mol,PriA SSB inh
COc1ccc(S(=O)(=O)NCC2(c3cccs3)CCCC2)c(C)c1,-21.0
O=S(=O)(NCCOc1ccc2c(c1)OCO2)c1ccc(C(F)(F)F)cc1,-2.0
COc1ccc(-c2cc(CC(=O)NCc3ccccn3)no2)cc1,5.0
O=C(N=Nc1c(O)[nH]c2ccc([N+](=O)[O-])cc12)c1ccncc1,-9.0

Going on with the list.
mol,PriA SSB inh
CN(CC(=O)Nc1nc2ccc(S(C)(=O)=O)cc2s1)c1nc2c(F)cccc2s1,5.0
O=C(NN=Cc1cccnc1)c1ccc(CN2c3cccc4cccc(c34)S2(=O)=O)cc1,-11.7
COCCNC(=O)N1CCC(c2cccs2)CC1,3.0
O=C(Nc1nc(CCC(=O)N2CCc3ccccc3C2)cs1)c1ccc(=O)[nH]c1,7.0
COc1ccc(-c2cc(C(=O)NN=Cc3ccc(OC)c(COCC(F)(F)C(F)F)c3)c3ccccc3n2)c(OC)c1,-8.6
O=C(NCc1ccccc1)N1CCN(c2nc3nc(C4CC4)cc(=O)n3[nH]2)CC1,-5.0
CC(C)C(=O)Nc1ccc(S(=O)(=O)NCC(=O)N2CCO[C@H](c3ccccc3)C2)cc1,-16.0
CN(C)C(CNC(=O)c1cccc2ccccc12)c1cccs1 (configuration not stated),-4.0

Next part:
mol,PriA SSB inh
COc1ccc(NC(=O)COc2ccc(F)cc2)cc1N1CCCCC1=O,-6.0
Cc1cc(C)n(-c2ccc(N3CCN(C(=O)c4cccs4)CC3)nn2)n1,-13.0
C=CCn1c(=NC(=O)CCc2ccccc2)sc2cc(S(N)(=O)=O)ccc21,2.0
COc1ccc(C)cc1-n1ccn(CC(=O)Nc2ccccc2F)c(=O)c1=O,-6.0
O=C(NCc1ccnc(-c2ccco2)c1)C1(c2ccc(F)cc2)CC1,-5.0
CC1CCCCN1S(=O)(=O)c1ccc(C(=O)Nc2ccc(F)cc2)cc1 (configuration not stated),-1.0
O=C(Nc1nc2c(s1)COc1ccccc1-2)[C@@H]1CCCN1S(=O)(=O)c1ccc(Cl)cc1,-4.0
COc1ccccc1NC(=O)c1c(N)c(C(=O)c2ccc3c(c2)CCCC3)n2ccccc12,-8.0

Remaining list, next part
mol,PriA SSB inh
Cc1ccc(NC(=O)NCCn2cnc(C)cc2=O)cc1,-10.0
Cc1c(NC(=O)Cn2nc(-c3ccc4c(c3)OCO4)ccc2=O)c(=O)n(-c2ccccc2)n1C,-9.0
CSCC(C)(O)CNC(=O)C(=O)NCc1ccc(Cl)cc1 (configuration not stated),-8.0
O=C(CCCn1nc(-c2ccc(F)cc2)ccc1=O)Nc1ccccc1C(F)(F)F,-24.0
O=S(=O)(/C=C/c1ccccc1)NCc1ccc(C(O)c2cccs2)s1 (configuration not stated),-9.0
C=CCn1c(=NC(=O)c2ccc(S(=O)(=O)N3CCOCC3)cc2)sc2c3ccccc3ccc21,-17.0
CCN(CC)C(=O)Cn1cc(S(=O)(=O)CC(=O)Nc2ccc(C(C)=O)cc2)c2ccccc21,5.0
Cc1nc(N2CCC(Cc3ccccc3)CC2)c2cc(-c3ccccc3)sc2n1,-12.0

The list goes on:
mol,PriA SSB inh
O=C1CCC(=O)N1c1ccc(S(=O)(=O)NCCC(O)C2CCOCC2)cc1 (configuration not stated),-15.0
CCOP(=O)(OCC)C(=NOC(=O)c1cccc([N+](=O)[O-])c1)C(N)=O,-6.5
CC(=NOC(=O)c1c(-c2c(F)cccc2Cl)noc1C)c1nccs1,3.2
O=C1CN(C(=O)CC2CCCCC2)C(c2ccc(F)cc2)c2cc(F)ccc2N1 (configuration not stated),1.0
O=C(NCCCn1ncccc1=O)c1cc2ccccc2oc1=O,-19.0
CCNc1nc(NCC)nc(Nc2ccc(Oc3ccccc3)cc2)n1,-16.0&8.0
COc1ccc2sc(N(CCCN3CCOCC3)C(=O)c3ccco3)nc2c1,11.0
O=C(CSc1ccc(NC(=O)c2ccccc2)nn1)Nc1ccc(F)cc1F,-7.0

Following part
mol,PriA SSB inh
CN(C)S(=O)(=O)NCc1nnnn1-c1ccc(Cl)cc1,7.0
O=C(Nc1ccc(Cl)cc1C(=O)c1ccccc1Cl)c1ccc(Cl)cc1Cl,-9.0
COc1ccc(C(=O)COC(=O)c2cc(OC)c(O)c(OC)c2)cc1,-3.0
CC1Cc2ccccc2N1C(=O)Cc1csc(NC(=O)Nc2cccc(Cl)c2)n1 (configuration not stated),-11.0&4.0
Cc1cc(Nc2ccc(C(N)=O)cc2)n2nc(C(F)(F)F)c(-c3ccccc3Cl)c2n1,-13.0
O=C(c1ccncc1)N1CCC(CNS(=O)(=O)Cc2cccc(F)c2)CC1,2.0
Cc1nc(C)c(CC(=O)O)c(=O)[nH]1,-9.0
CCOc1ccc(OCCNC(=O)c2ccccc2C)cc1,-2.0

The list goes on.
mol,PriA SSB inh
Cc1ccc(CN2CCN(N=Cc3cccn3C)CC2)c(C)c1,27.4
CCOc1cc(-c2ccc(C)cc2)nc2ccc(C(=O)NCc3ccc4c(c3)OCO4)cc12,-15.0
O=C(Nc1ccccc1Cc1nc(-c2cccnc2)no1)C1CCCC1,-13.0
Cc1ccc(NC(=O)C(=O)NCC2(c3cccs3)CCCC2)cc1Cl,-5.0
COC(=O)N1CCC(CNC(=O)C2CC2)CC1,-10.0
O=C(O)CCC(=O)N(Cc1ccccc1)Cc1cn(-c2ccccc2)nc1-c1cccnc1,-4.0
C=CCN1C(=O)C(C)(C)COc2ccc(NC(=O)c3ccc(C(F)(F)F)cc3)cc21,14.0
